# Rat MKP-3 inhibitors: MKP-3 phosphatase inhibitors, primary screen, biochemical, rat enzyme, in vitro (AID 425); Dual specificity protein phosphatase 6 (Rattus norvegicus); recombinant MKP-3 phosphatase activity, fluorescence; higher % means a stronger effect; one-dose inhibition, % at 20 µM; IC50 in µM for titrated hits; actives 0.17% (n = 110,000); in the data active = inhibition above about 50%;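 note: plate controls were vehicle for no effect and reference inhibitor for full effect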
# Hsp70 displacement: Hsp70 inhibitors, probe displacement, primary screen, biochemical, fluorescence polarization (AID 583). displacement, % at 20 µM; hits with a dose series show IC50 in µM. actives 0.06% (n = 140,000). Heat shock 70 kDa protein 1A (Homo sapiens). Hsp70 fluorescence polarization probe displacement, mP; higher % means a stronger effect; in the data active = displacement above about 50%;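 note: plate controls were vehicle for no effect and reference ligand for full effect; a part of the inactive calls stands beside numbers as strong as those of hits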
# * hit, by the source's call; . = not tested or not shown; & = joins results of further samples. These rows are one share of the data; the hit share may differ from the screen's.
# Screens in order: Rat MKP-3 inhibitors	Hsp70 displacement
COc1cc(/C=C2\SC(NC(C)=O)=NC2=O)cc(Br)c1OC
 : 3%	-1.1%
O=C1CN(C(=O)c2ccc(Br)o2)C(c2ccc(F)cc2)c2cc(F)ccc2N1 (configuration not stated)
 : .	3.0%
C=CCn1c(NC(=O)c2ccc(C)cc2)nc2ccccc21
 : 0%	3.8%
Nc1ccc2c(c1)N1CCN=C1S2
 : 6%	2.1%
Cc1ccc(N2C(=O)/C(=C/c3sccc3C)SC2=S)cc1
 : 6%	-0.3%
CCc1ccc(S(=O)(=O)Nc2ccc(C)cn2)cc1
 : 0%	-7.9%
CC1=C(C(=O)Nc2cc(Cl)ccc2C)C(c2ccc(F)cc2)NC(=O)N1 (configuration not stated)
 : 3%	-2.6%
Cc1ccc(S(=O)(=O)N2CCN(C(=O)c3nn(C(C)C)c(=O)c4ccccc34)CC2)cc1C
 : .	4.8%
COCCn1c(SCC(=O)Nc2ccc(S(=O)(=O)N3CCOCC3)cc2)nc2ccccc21
 : -8%	15%
O=C(Nc1ccccc1-c1nc2ccccc2o1)c1ccc2c(c1)OCCO2
 : 2%	-7.2%
O=S(=O)(Nc1nc2c(s1)CCCC2)c1ccc(F)cc1
 : .	1.5%
O=C(O)CSC1CC(=O)N(c2ccc(Cl)c(Cl)c2)C1=O (configuration not stated)
 : -2%	-0.3%
C/C(N)=C(/C#N)C(=O)COC(=O)CSc1ccccc1
 : -2%	2.6%
CCN1C(=O)/C(=C/c2cccc(OC)c2OC)C(=O)NC1=S
 : 4%	5.5%
CC1=C(C(=O)Nc2ccc(Cl)cc2)C(c2cccc(Br)c2)NC(=O)N1 (configuration not stated)
 : 4%	1.2%
CC(=O)CC(=O)Nc1ccc2c(c1)OCO2
 : 2%	0.6%
CCOC(=O)c1ccc2nc(NC(=O)COC(=O)c3cc4ccccc4o3)sc2c1
 : -5%	7.1%
COc1ccc(S(=O)(=O)N2CCSC2c2ccc(N)cc2)cc1 (configuration not stated)
 : -14%	1.0%
O=C1CC(c2ccccc2)Cc2nc3ncnn3cc21 (configuration not stated)
 : .	-3.8%
O=C(COc1ccccc1)N1N=C(c2ccc([N+](=O)[O-])cc2)CC1(O)C(F)(F)F (configuration not stated)
 : 1%	3.2%
Cc1cc(S(=O)(=O)NC2CCCCC2)ccc1OCC(=O)NCc1ccccn1
 : -2%	3.1%
C/C(=C\C(=O)c1ccccc1)Nc1ccc(Br)c(Cl)c1
 : 2%	7.3%
O=C1CC(N2CCC(c3nc4ccccc4s3)CC2)C(=O)N1Cc1ccccc1 (configuration not stated)
 : .	-0.9%
CCOC(=O)C1=C(C)Nc2nnnn2C1c1ccc(OC)c(Br)c1 (configuration not stated)
 : -5%	2.7%
CC(C)CCOc1ccc(C2(C)NC(=O)N(CN3CCOCC3)C2=O)cc1 (configuration not stated)
 : 4%	3.8%
O=S(=O)(NCCc1csc(-c2cccnc2)n1)c1ccc(Cl)s1
 : -9%	5.6%
CC(NC(=O)C12CC3(C)CC(C)(CC(C)(C3)C1)C2)C(=O)Nc1ccc(F)cc1F (configuration not stated)
 : 0%	2.8%
CC1=C(C(=O)Nc2ccc(C)cc2)C(c2ccc(C)cc2)NC(=O)N1 (configuration not stated)
 : 4%	2.8%
Cc1nc2ccccc2n1C(=O)N(C)C
 : 2%	-2.0%
Cc1cccc(/C=N/N2CCN(c3ccccc3)CC2)c1
 : -2%	1.3%
O=C(c1cccc(Br)c1)N1N=C(c2ccccc2)CC1(O)C(F)(F)F (configuration not stated)
 : 1%	0.4%
Cc1sc2nc3ccc(N4CCCCC4)nn3c(=O)c2c1C
 : -2%	2.7%
COc1ccc(C=C2C(=O)c3ccccc3C2=O)c(O)c1
 : -1%	-6.9%
CN(C)/C=C1\N=C(C(c2ccccc2)c2ccccc2)OC1=O
 : 4%	-3.1%
CC(C)C1S/C(=N/N=C/c2ccc(O)cc2)NC1=O (configuration not stated)
 : 6%	2.5%
O=C1CS/C(=N\N=C\c2ccc([N+](=O)[O-])cc2)N1c1ccc(O)cc1
 : 2%	-1.1%
CN1CCN(S(=O)(=O)c2ccc(Sc3nnc(-c4cccs4)n3-c3ccccc3)nc2)CC1
 : -1%	0.8%
Cc1ccc(C(=O)NCC2CCCO2)cc1N1CCCC1=O (configuration not stated)
 : 8%	-1.1%
CCCCSc1nnc2c(n1)OC(/C=C/c1ccccc1)Nc1ccccc1-2 (configuration not stated)
 : 6%	25%
CCCn1c(N2CCN(CC(=O)Nc3ccc4c(c3)OCCO4)CC2)nc2ccccc21
 : -6%	1.7%
Cc1ccc(C(=O)N2CCN(c3ccc(C(F)(F)F)cn3)CC2)cc1
 : .	-4.2%
Cc1nc(SCc2nnc(-c3ccc(Cl)cc3)o2)c2c3c(sc2n1)CCC3
 : -3%	-1.1%
CC(=O)COc1ccc2c3c(c(=O)oc2c1)CCC3
 : 2%	0.5%
O=C1c2ccccc2S(=O)(=O)N1CCOc1ccccc1
 : 4%	2.4%
CC1CCN(S(=O)(=O)c2cccc(C(=O)NCc3cccs3)c2)CC1
 : -3%	-0.1%
CCOc1ccc(C(=O)Nc2c3c(nn2-c2cccc(C)c2C)CS(=O)C3)cc1 (configuration not stated)
 : -6%	2.3%
CC(C)n1c(N2CCN(C(=O)c3cccs3)CC2)nc2ccccc21
 : -9%	1.0%
O=C(NNc1nc(-c2ccccc2)c2cc(Cl)ccc2n1)c1ccc(Cl)cc1Cl
 : 6%	-4.5%
COc1cccc2c1OC1(C)CC2NC(=O)N1c1cccc(C(=O)Nc2ccc3c(c2)OCCO3)c1 (configuration not stated)
 : 4%	.
COC(=O)C1=C(C)N(C)C(=O)NC1c1ccccc1 (configuration not stated)
 : -8%	4.1%
CCn1c(CNC(=O)COc2c(C)cccc2C)nnc1SCC(=O)Nc1nccs1
 : -3%	-3.7%
NS(=O)(=O)c1ccc(NC(=O)c2cncc(Br)c2)cc1
 : 3%	-7.3%
COc1ccc(NC(=O)C(=O)N/N=C/c2ccc(OC)cc2OC)cc1
 : 0%	1.5%
O=C(Nc1ccccc1)c1ccc(Cl)c(Cl)c1
 : -1%	1.1%
Cc1ccc(-c2nnc(OCCN3CCOCC3)c3ccccc23)cc1
 : 7%	-0.4%
O=C(Nc1cccc(-c2nc3ccccc3s2)c1)c1cc2ccccc2o1
 : -1%	-1.8%
CC1CN(c2ccc([N+](=O)[O-])cc2)CCN1C(=O)c1ccc(F)cc1 (configuration not stated)
 : 3%	1.7%
CN=C(NOCc1ccc(Cl)cc1Cl)c1nonc1N
 : 0%	2.4%
CCOC(=O)N1CCC(N(C(=O)Nc2cccc(OC)c2)C(C)CC)CC1 (configuration not stated)
 : 2%	-3.1%
COc1ccccc1NC(=O)c1c(Cl)cccc1Cl
 : -3%	-2.1%

# Structural class, those above containing an aryl methoxy group (9)
# Screens in order: Rat MKP-3 inhibitors	Hsp70 displacement
COc1cc(/C=C2\SC(NC(C)=O)=NC2=O)cc(Br)c1OC
 : 3%	-1.1%
CCN1C(=O)/C(=C/c2cccc(OC)c2OC)C(=O)NC1=S
 : 4%	5.5%
COc1ccc(S(=O)(=O)N2CCSC2c2ccc(N)cc2)cc1 (configuration not stated)
 : -14%	1.0%
CCOC(=O)C1=C(C)Nc2nnnn2C1c1ccc(OC)c(Br)c1 (configuration not stated)
 : -5%	2.7%
COc1ccc(C=C2C(=O)c3ccccc3C2=O)c(O)c1
 : -1%	-6.9%
COc1cccc2c1OC1(C)CC2NC(=O)N1c1cccc(C(=O)Nc2ccc3c(c2)OCCO3)c1 (configuration not stated)
 : 4%	.
COc1ccc(NC(=O)C(=O)N/N=C/c2ccc(OC)cc2OC)cc1
 : 0%	1.5%
CCOC(=O)N1CCC(N(C(=O)Nc2cccc(OC)c2)C(C)CC)CC1 (configuration not stated)
 : 2%	-3.1%
COc1ccccc1NC(=O)c1c(Cl)cccc1Cl
 : -3%	-2.1%

# Continuation:
# Screens in order: Rat MKP-3 inhibitors	Hsp70 displacement
Cc1nc2c(=O)oc3ccccc3c2n1-c1ccccc1
 : 0%	5.0%
CCCCC1(C)Nc2ccccc2-c2nc3ccccc3n21 (configuration not stated)
 : .	-1.0%
Cc1nn2c(c1-c1ccccc1)NC1=C(C(=O)CCC1)C2c1ccccc1 (configuration not stated)
 : .	4.8%
O=S(=O)(Cc1ccccc1)NCCOc1ccccc1Cl
 : 6%	-4.3%
CC(C)CC(=O)NS(=O)(=O)c1ccc(NC(=O)c2ccccc2)cc1
 : -3%	-1.8%
c1ccc(-c2nc(N3CCOCC3)c3ccccc3n2)nc1
 : -13%	3.4%
Cc1ccc(S(=O)(=O)NCCNC(=O)N2CCOCC2)cc1
 : 2%	1.0%
Cc1ccc(C(=O)COc2ccc3c(C)cc(=O)oc3c2)cc1
 : 3%	-1.6%
O=C(O)c1cccc(S(=O)(=O)N2CCOCC2)c1
 : -6%	4.5%
O=C(O)CCCCCN1C(=O)C(=O)/C(=C(/O)c2ccc(Cl)cc2)C1c1ccc2c(c1)OCO2 (configuration not stated)
 : 3%	-1.0%
C=CCNCc1cccn1-c1sc2c(c1C#N)CCCC2
 : 0%&1%	-3.7%
COc1cc(/C=C2/C(=O)NN(c3ccc(C)cc3)C2=O)c([N+](=O)[O-])cc1OC
 : 1%	5.5%
O=c1oc2ccccc2cc1-c1csc(N/N=C/c2ccco2)n1
 : 0%	1.6%
CC(C)c1ccc(NC(=S)NCc2cccs2)cc1
 : .	1.5%
N#C/C(=C\Nc1ccc(Cl)cc1)C(N)=O
 : -2%	-0.1%
Cc1ccc2c(c1)-c1c(cnn1CC(=O)N1CCCN(Cc3ccccc3F)C1)CO2
 : 6%	-3.2%
Cc1cc(N2C(=O)C(=O)/C(=C(/O)c3ccccc3)C2c2cccs2)no1 (configuration not stated)
 : -3%	-0.6%
O=C(c1cccnc1)N1CCc2ccccc21
 : -1%	-2.3%
Cc1ccnc(Nc2nc(-c3cccnc3)cs2)c1
 : -4%	1.8%
N#Cc1c(NC(=O)/C=C/c2ccccc2)sc2c1CCCC2
 : -1%	-2.4%
COc1ccc(CCNC(=S)Nc2cc(C)ccc2C)cc1
 : .	1.5%
COc1ccc(OC)c(C2=C/C(=C\c3c(OC)ccc4ccccc34)C(=O)O2)c1
 : 3%	-2.8%
CCOc1ccc(N2C(=O)CC(NC3CCCCNC3=O)C2=O)cc1 (configuration not stated)
 : .	-0.8%
CC(C)Oc1ccc(C2CC(=O)N(C)C2=O)cc1 (configuration not stated)
 : -3%	0.1%
Cc1ccc(S(=O)(=O)NCCNS(C)(=O)=O)cc1[N+](=O)[O-]
 : -1%	2.7%
Cc1ccc(N2CN=c3s/c(=C\c4ccccn4)c(=O)n3C2)cc1
 : -2%	4.3%
Cc1ccc(S(=O)(=O)CCC(=O)N2CCc3ccccc32)cc1
 : .	3.0%
CC(C)NC(=O)c1cnn2c(C(F)(F)F)cc(-c3ccc(F)cc3)nc12
 : 4%	-3.0%
O=C1C2C(c3ccc(Br)cc3)OC3(C(=O)c4ccccc4C3=O)C2C(=O)N1c1cccc([N+](=O)[O-])c1 (configuration not stated)
 : 3%	-1.8%
O=C(O)CC1C(=O)NCCN1C/C=C/c1ccccc1 (configuration not stated)
 : -4%	-8.8%

# 3 compounds already listed, ordered by the value under Rat MKP-3 inhibitors, rising.
molecule | Rat MKP-3 inhibitors
O=C(c1cccnc1)N1CCc2ccccc21 | -1%
Cc1nc2c(=O)oc3ccccc3c2n1-c1ccccc1 | 0%
Cc1ccc(S(=O)(=O)NCCNC(=O)N2CCOCC2)cc1 | 2%

# Some of the entries so far, as tab-separated lines.
mol	Rat MKP-3 inhibitors	Hsp70 displacement
O=C(O)c1cccc(S(=O)(=O)N2CCOCC2)c1	-6%	4.5%
O=C(O)CCCCCN1C(=O)C(=O)/C(=C(/O)c2ccc(Cl)cc2)C1c1ccc2c(c1)OCO2 (configuration not stated)	3%	-1.0%

# (further entries)
# Screens in order: Rat MKP-3 inhibitors	Hsp70 displacement
CCCCN1CC(O)=C(c2nc3ccccc3s2)C1=N
 : 13%	1.4%
CC(=O)c1ccc(N2C(=O)C3C(C2=O)C(C(=O)c2ccc(Cl)cc2)N2CCCC32)cc1 (configuration not stated)
 : -7%	23%
COc1ccc(C2=NOC(C(=O)Nc3cccnc3)C2)cc1 (configuration not stated)
 : .	0.1%
COc1cccc(/C=C2/C(=O)NN(c3ccc(Br)cc3)C2=O)c1
 : 2%	-3.8%
CC1=C(C(=O)OCCc2ccccc2)C(c2cccc([N+](=O)[O-])c2)NC(=O)N1 (configuration not stated)
 : 2%	-0.7%
COC(=O)c1ccccc1NC(=O)C1CC(c2ccccc2O)=NO1 (configuration not stated)
 : -8%	-2.1%
COc1ccc(C2C(C#N)=C(/N=C/N3CCN(C)CC3)OC3=C2C(=O)CC(C)(C)C3)cc1 (configuration not stated)
 : -12%	-2.4%
Cc1nc2sc(C(c3ccc(Br)cc3)N3CC(C)OC(C)C3)c(O)n2n1 (configuration not stated)
 : -10%	5.8%
Cc1ccc(NC2=CC(=O)CC(C)(C)C2)cc1C
 : -6%	-2.7%
CN1CCN(Cc2c(O)ccc3c4c(c(=O)oc23)CCC4)CC1
 : -2%	3.1%
COC(=O)c1cc(OC)c(OC)cc1NC(=O)c1ccc(C)cc1
 : .	-5.0%
COc1ccc(C2C(C#N)=C(SC)NC3=C2C(=O)CC(C)(C)C3)cc1 (configuration not stated)
 : 1%	-2.8%
CCCCOC(=O)CCn1[nH]c(=O)c2ccccc2c1=O
 : -4%	-4.6%
Cc1ccc(-c2nnc(-c3ccc(Br)cc3)o2)o1
 : 1%	6.9%
COc1cc(NS(=O)(=O)c2ccc(NC(=O)c3c(F)cccc3F)cc2)ncn1
 : 5%	-3.6%
Cc1cc(/C=C2/SC(=S)NC2=O)c(C)n1-c1ccccc1
 : 1%	-28%
CC(C)NC(=O)c1ccc(COCC(F)(F)F)cc1
 : .	-1.2%
CCN(C(=O)c1cnc(N2CCN(c3ncccn3)CC2)c2ccccc12)c1cccc(Cl)c1
 : -4%	-2.6%
O=C1CC(Sc2ncccn2)C(=O)N1c1ccccc1C(F)(F)F (configuration not stated)
 : -2%	8.8%

# High-throughput results from PubChem BioAssay.
